SW480 rerep – DNA re-replication induction in SW480 cells; SW480 DNA re-replication, Hoechst DNA content imaging, 48 h; Potency, µM (titrated, usually from 46.1 µM), for inactives: at the top dose re-replication activation, hits mostly activators; actives 1.8% (n = 340,000); note: potency is the fitted concentration of half-maximal effect; % of control where 0% means no effect; nearly all actives have a fitted effect of over 55% in size
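250 cells/well; 23 nL cpd via pin tool; 48 hr, 37 C, 5% CO2; Hoechst 40 min; imager read of total nuclear intensity, ex 405/em 500-530 nm.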
KB-3-1 cytotox – kills parental KB-3-1 adenocarcinoma cells; KB-3-1 viability, CellTiter-Glo ATP luminescence, 72 h; AID 1347075; Potency, µM (doses to about 46.1 µM), for inactives: at the highest dose activity change, negative = cytotoxic, most hits filed as cytotoxic; actives 1.4% (n = 400,000); note: potency is the fitted concentration of half-maximal effect; % is set by controls: 0 for no effect and ±100 for the full control effect; nearly all actives have a fitted effect of over 60% in size
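Parental KB-3-1 viability, qHTS format: 72 h compound exposure, 37 °C; CellTiter-Glo; media-only wells and DMSO plates as controls; concentration-effect fits on corrected data.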
MCF10A rerep – induces DNA re-replication in MCF 10a normal breast cells; MCF 10A DNA re-replication, Hoechst nuclear intensity, 48 h; Potency, µM (doses to about 46.1 µM), for inactives: top-dose activity, positive = re-replication, hits mostly activators; actives 2.9% (n = 350,000); note: potency is the fitted concentration of half-maximal effect; % of control where 0% means no effect; nearly all actives have a fitted effect of over 50% in size
D3 ag – agonists of human D3 dopamine receptor | max activation, % | actives 0.58% (n = 410,000) | AID 652048 | D3R DiscoveRx beta-arrestin cells, luminescence, 90 min | P35462; in the data active = max activation above about 30%; note: 0% is about no effect; mostly tested at two doses, the higher about 12 µM
Target sequence (P35462 whole entry, looked up): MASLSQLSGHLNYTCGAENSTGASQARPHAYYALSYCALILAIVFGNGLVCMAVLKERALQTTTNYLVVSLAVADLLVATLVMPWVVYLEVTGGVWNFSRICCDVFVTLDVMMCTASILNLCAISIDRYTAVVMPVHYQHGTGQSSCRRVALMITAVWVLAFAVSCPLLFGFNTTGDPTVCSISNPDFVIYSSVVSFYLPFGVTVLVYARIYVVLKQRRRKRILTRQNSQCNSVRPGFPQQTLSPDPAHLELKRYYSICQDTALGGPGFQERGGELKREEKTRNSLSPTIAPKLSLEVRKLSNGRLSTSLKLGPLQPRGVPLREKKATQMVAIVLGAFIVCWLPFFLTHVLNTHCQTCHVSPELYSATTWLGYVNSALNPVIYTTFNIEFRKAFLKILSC
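Agonist mode: compounds and dopamine controls were applied to plated cells for 90 min at 37 degrees C after an overnight attachment at 1500 cells/well. Luminescent read-out followed 30 - 60 minutes at room temperature with DiscoveRx detection reagent.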
HT1080-NT tox – kills 2HG-producing HT-1080-NT fibrosarcoma cells. Potency, µM (doses to about 46.1 µM), inactives show top-dose activity, negative = less viability, usual class: cytotoxic. actives 1.6% (n = 360,000). HT-1080-NT fibrosarcoma viability, CellTiter-Glo ATP luminescence, 48 h;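 note: NT is the 2HG producing partner of a matched IDH1 knockdown line; potency is the fitted concentration of half-maximal effect; 0% = DMSO-treated cells and -100% = media-only wells without cells; nearly all actives have a fitted effect of over 55% in size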
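HT-1080-NT; 750 cells/well; 5% FBS RPMI; 48 h compound, 37 degrees C; CellTiter-Glo luminescence; curve fitting and curve-class assignment.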
GLP1R cytotox – cytotoxic in the GLP-1 receptor inverse agonist counter-screen | HEK293 cAMP-luciferase reporter cells, luminescence, 24 h | Potency, µM (doses to about 38.3 µM), inactives show at the top dose activity change, negative = inhibition, most hits filed as inhibitors | AID 624418 | actives 0.13% (n = 410,000);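 note: loss of luciferase light is scored as toxicity; potency is the fitted concentration of half-maximal effect; % is set by controls: 0 for no effect and ±100 for the full control effect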
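Cells in DMEM/10% Nu serum/1% pen-strep, 1536-well format. Pre-incubated 12 h, dosed with 23 nL compound, incubated a further 24 h. Luciferase detection, 12 min at room temp, luminescence.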
IL1B secr inh – inflammasome signaling inhibition, IL-1 beta readout. actives 4.7% (n = 360,000). AID 743279. activity change, % at 57.5 µM. THP-1 LPS/ATP IL-1B secretion, AlphaLISA, 16 h; active compounds read low; in the data active = activity change below about -50%; inconclusive = mostly about -30% to -49%; note: % is set by controls: 0 for no effect and ±100 for the full control effect
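Secreted IL-1B measured by AlphaLISA bead assay after 16 h compound exposure of THP-1 cells; compounds (final up to 57.5 uM) added 1 h before LPS (250 ng/mL) and ATP (1.25 mM) stimulation; lower signal means less secretion.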
KB-V1 MDR tox – kills drug-selected multidrug resistant KB-V1 cells | KB-V1 MDR cells viability, CellTiter-Glo, 72 h | Potency, µM (top dose mostly 46.1 µM), without a hit: at the highest dose activity change, negative = cytotoxicity, actives largely listed as cytotoxic | actives 3.4% (n = 400,000) | AID 1347076; note: potency is the fitted concentration of half-maximal effect; % is set by controls: 0 for no effect and ±100 for the full control effect; nearly all actives have a fitted effect of over 60% in size
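qHTS viability screen in drug-selected KB-V1 MDR cells: 72 h compound treatment at 37 degrees C, ATP luminescence end point.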
HT1080 IDH1KD tx – HT-1080 IDH1 knockdown cell toxicity (counter line); HT-1080 IDH1 knockdown viability, ATP luminescence, 48 h; Potency, µM (titrated, usually from 46.1 µM), for the others: at the top dose activity, negative = toxicity, usual class: cytotoxic; actives 2% (n = 360,000); AID 686971;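 note: potency is the fitted concentration of half-maximal effect; 0% = DMSO wells and -100% = cell-free medium wells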
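Viability of IDH1-knockdown HT-1080 fibrosarcoma cells was assessed by CellTiter-Glo after 48 h at 37 °C with titrated compound; concentration-effect curves were classified by fit quality and response size.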
An asterisk follows results filed as active; ? = inconclusive; · = no result given; [ ] = remark or other dose. Unless noted, calls come from the whole dose curve; as a rule, active = well fitted curve in the direction sought with a large enough effect; inconclusive = small, poorly fitted or top-dose-only effect, or another doubt; inactive = no such curve, though single readings can be large; an effect the other way counts as inactive or inconclusive.

1. Cc1cc(S(=O)(=O)Nc2cc3c(cc2NCc2ccccc2)n(C)c(=O)n3C)ccc1F
2. Cc1ccc(C(=O)N/C(=C\c2ccco2)C(=O)N2CCCCC2)cc1
3. O=C(CN1C(=O)NC2(CCc3ccccc3C2)C1=O)Nc1ccc(Cl)cc1F (stereo unspecified)
4. COc1ccc(CCC(=O)OCc2csc(CC(=O)Nc3ccc(C)cc3)n2)cc1OC
5. CC1CN(S(=O)(=O)c2cc(C(=O)NCCCN3CCCC3=O)ccc2Cl)CC(C)O1 (stereo unspecified)
6. O=c1[nH]c(CN2CCN(S(=O)(=O)c3cccs3)CC2)nc2c(Br)cc(Br)cc12
7. CCCCNc1c(-c2ccc(F)cc2)nc2nc(C)cc(C)n12
8. O=C1CCCC2=C1C1(CCCC1)N=C(Nc1nc3ccccc3s1)N2
compound no.	1	2	3	4	5	6	7	8
SW480 rerep	·	-7%	7%	-3%	-4%	-2%	·	-3%
KB-3-1 cytotox	-11%	17%	3%	25%	-1%	-11%	?	-2%
MCF10A rerep	·	-1%	0%	0%	1%	2%	·	?
D3 ag	-4	-1	-4	-2	-1	0	0	5
HT1080-NT tox	·	-14%	5%	-2%	-3%	?	-29%	10%
GLP1R cytotox	-14%	-4%	5%	-1%	-2%	-9%	-4%	-8%
IL1B secr inh	·	10	-8	1	33	-20	16	17
KB-V1 MDR tox	21µM*	-2%	?	-4%	10%	?	-27%	25%
HT1080 IDH1KD tx	·	3%	-1%	0%	-11%	2%	-20%	12%

9. CSc1ccccc1OCc1cc(C(=O)NCCN2CCCC(O)C2)no1 (stereo unspecified)
10. COC(=O)c1cc(C(=O)NCc2ccc3c(c2)OCO3)cc([N+](=O)[O-])c1
11. Cc1ccc(-n2c(Cc3cccn3C)nnc2SCC(=O)NCc2ccc3c(c2)OCO3)cc1
12. CCOc1ccc(OCCC(=O)N(CCOC)c2c(N)n(Cc3ccccc3)c(=O)[nH]c2=O)cc1
13. COc1ccc(C(=O)C2CCCN(C(=O)c3csc(SC)n3)C2)cc1F (stereo unspecified)
14. COc1cc(C(=O)NC2Cc3ccccc3C2)ccc1OC1CCN(C(C)=O)CC1
15. COc1ccccc1Cc1c(-c2ccc(OC)c(OC)c2)nc2cc(C)c(Br)c(C)n12
16. C=C1CC2C(=O)N(Cc3ccccc3)C(C(=O)OCC)(C(=O)OCC)C1N2C(=O)OC(C)(C)C (stereo unspecified)
compound no.	9	10	11	12	13	14	15	16
SW480 rerep	-5%	-2%	-2%	-2%	·	-3%	·	-4%
KB-3-1 cytotox	4%	13%	?	16%	4%	4%	-27%	-6%
MCF10A rerep	13%	-5%	-8%	1%	·	?	·	1%
D3 ag	-11	-2	0	3	5	16	0	-3
HT1080-NT tox	-4%	-3%	7%	4%[9.24 µM]	8%	-1%	?	19%
GLP1R cytotox	7%	-4%	4%	-2%	-17%	-23%	10%	3%
IL1B secr inh	1	-55*	-6	-7	3	36	-12	-2
KB-V1 MDR tox	-22%	-21%	15µM*	29%	?	10%	0%	-10%
HT1080 IDH1KD tx	-7%	-6%	-2%	-1%	13%	0%	-22%	10%

Compound profiles, as listed above. Order of screens: SW480 rerep	KB-3-1 cytotox	MCF10A rerep	D3 ag	HT1080-NT tox	GLP1R cytotox	IL1B secr inh	KB-V1 MDR tox	HT1080 IDH1KD tx
`Cc1ccc(-n2c(Cc3cccn3C)nnc2SCC(=O)NCc2ccc3c(c2)OCO3)cc1` in the list: -2%	?	-8%	0	7%	4%	-6	15µM*	-2%
`COc1ccccc1Cc1c(-c2ccc(OC)c(OC)c2)nc2cc(C)c(Br)c(C)n12` in the list: ·	-27%	·	0	?	10%	-12	0%	-22%
`COc1cc(C(=O)NC2Cc3ccccc3C2)ccc1OC1CCN(C(C)=O)CC1` in the list: -3%	4%	?	16	-1%	-23%	36	10%	0%
`COC(=O)c1cc(C(=O)NCc2ccc3c(c2)OCO3)cc([N+](=O)[O-])c1` in the list: -2%	13%	-5%	-2	-3%	-4%	-55*	-21%	-6%

Next records
17. O=C(NCCCn1ccnc1)c1csc2ccccc12
18. CC(C)N1CCN(Cc2cccn2-c2ccccn2)CC1CCO (stereo unspecified)
19. Cc1cc(N2CCN(C(=O)c3ccco3)CC2)n2nc(C)nc2n1
20. Cc1ccccc1NC(=O)c1cc(S(=O)(=O)N2CCOCC2)ccc1F
21. CCn1c(Cc2ccccc2)nnc1SCC(=O)Nc1nc(C)cs1
22. CCOC(=O)C1CCN(c2cc(=O)n(-c3ccc(OC)cc3)c(=O)[nH]2)CC1
23. COc1cc2c(cc1OC)C(c1ccccc1)N(C(=O)c1ccco1)CC2 (stereo unspecified)
24. CC1Cn2c(nc3c2c(=O)[nH]c(=O)n3C)O1 (stereo unspecified)
compound no.	17	18	19	20	21	22	23	24
SW480 rerep	-14%	-4%	-2%	-11%	-4%	-4%	2%	0%
KB-3-1 cytotox	9%	13%	3%	-5%	20%	?	0%	0%
MCF10A rerep	-1%	-2%	4%	-5%	-2%	-2%	0%	-2%
D3 ag	-14	-2	-3	-12	1	13	-7	4
HT1080-NT tox	2%	6%	0%	6%	8%	29%	-6%	15%
GLP1R cytotox	-9%	?	4%	3%	-2%	-1%	5%	-5%
IL1B secr inh	17	11	1	-25	19	-11	-23	23
KB-V1 MDR tox	4%	-14%	-1%	-2%	?	8%	-13%	16%
HT1080 IDH1KD tx	-7%	0%	-2%	7%	2%	14%	-10%	14%

25. Cc1ccc2oc3c(c(=O)c2c1)C(c1ccc(O)cc1)N(Cc1ccc2c(c1)OCO2)C3=O (stereo unspecified)
26. O=C(CCC1CCCC1)N=C1SC2CS(=O)(=O)CC2N1c1ccccc1F (stereo unspecified)
27. COc1cccc(NC(=O)c2ccccc2N(Cc2ccccc2)S(C)(=O)=O)c1
28. Cc1cn2c(=O)cc(COc3ccccc3NC(=O)c3ccccc3C)nc2s1
29. CN(C)c1ccc(/C=N/NC(=O)c2nnn(-c3nonc3N)c2CN(C)c2ccccc2)cc1
30. Cc1cc(C)c(NC(=O)CSc2nc(=O)n3cc(C)ccc3n2)c(C)c1
31. COc1cccc(/C=N/NC(=O)CCNc2n[nH]c(=O)[nH]c2=O)c1OC
32. Cc1nnc2ccc(-c3ccc(NS(C)(=O)=O)cc3)nn12
compound no.	25	26	27	28	29	30	31	32
SW480 rerep	·	-18%	4%	·	9.2µM*	-18%	4%	1%
KB-3-1 cytotox	2%	5%	-1%	-4%	0%	-1%	?	-19%
MCF10A rerep	·	-2%	10%	·	12µM*	-6%	-11%	-1%
D3 ag	-7	-1	2	-7	-5	-2	11	23
HT1080-NT tox	·	-14%	11%	·	?	1%	20%	10%
GLP1R cytotox	2%	5%	-21%	1%	8%	14%	-12%	0%
IL1B secr inh	·	14	13	·	22	2	-3	13
KB-V1 MDR tox	0%	14%	?	7%	-28%	-2%	?	-18%
HT1080 IDH1KD tx	·	2%	3%	·	?	9%	11%	14%

33. Clc1ccc(Cl)c2sc(N3CCCC3)nc12
34. N#CCSc1ncnc2c1cnn2CCO
35. NC(N)=Nc1nc2cc([N+](=O)[O-])ccc2o1
36. COC(=O)c1ccc(/C=N/NC(=O)CC(=O)NCC(C)C)cc1
37. CCCn1c(N2CCN(C(=O)/C=C/C(=O)O)CC2)nc2ccccc21
38. CCc1cccc(NC(=O)CCCn2c(=O)[nH]c3ccsc3c2=O)c1
39. CN(CCO)S(=O)(=O)c1ccc2c(c1)C(=NN)c1cc(S(=O)(=O)N(C)CCO)ccc1-2
40. Cc1[nH]c2ccccc2c1C(=O)CSC(=S)N(C)C1CCCCC1
compound no.	33	34	35	36	37	38	39	40
SW480 rerep	-11%	-8%	-3%	-16%	-2%	-6%	16%	16%
KB-3-1 cytotox	-11%	-25%	1%	14%	21%	-2%	5%	14%
MCF10A rerep	9%	-1%	12%	-1%	3%	-8%	?	13%
D3 ag	13	0	3	-8	-10	1	1	-30
HT1080-NT tox	2%	-11%	9%	2%	-2%	-1%	-3%	-4%
GLP1R cytotox	-1%	9%	-3%	15%	-11%	-4%	0%	-2%
IL1B secr inh	31	6	?	14	-8	10	0	0
KB-V1 MDR tox	-16%	-11%	-1%	0%	-15%	?	?	-17%
HT1080 IDH1KD tx	-3%	-6%	-5%	7%	8%	8%	-8%	1%

41. Cc1ccc(S(=O)(=O)Nc2ccc(N3CCOCC3)cc2)cc1
42. CCCCCn1c(=O)c(C(=O)OCC)c(O)c2ccccc21
43. CSc1ccc(/C=C/C(=O)OCC(=O)N2CCCCCC2)cc1
44. Cc1cccc(NC(=O)C[n+]2ccccc2)c1
45. NC(=O)c1nsc(C(=O)N(c2ccc(F)cc2)C(C(=O)NCC2CCCO2)c2c[nH]c3ccccc23)c1N (stereo unspecified)
46. CCCCCCCCNC(=O)C(CCC(=O)OCc1ccccc1)NC(C)=O (stereo unspecified)
47. Nc1cc(=O)[nH]c(SCC(=O)c2ccc(O)cc2O)n1
48. Cc1cccc(S(=O)(=O)Nc2ccc3c(c2)OCCO3)c1
compound no.	41	42	43	44	45	46	47	48
SW480 rerep	1%	-5%	-6%	2%	0%	-4%	11%	-88%[inhibitor]
KB-3-1 cytotox	16%	20%	0%	7%	-3%	-2%	18%	-7%
MCF10A rerep	-3%	-3%	-1%	-1%	21%	-2%	5%	5%
D3 ag	-7	8	4	-12	2	1	10	-1
HT1080-NT tox	3%	8%	4%	4%	-8%	-20%	17%	-3%
GLP1R cytotox	1%	-5%	3%	-12%	1%	-6%	-11%	6%
IL1B secr inh	12	20	?	-4	-60*	12	23	-4
KB-V1 MDR tox	8%	6%	7%	26%	-3%	?	?	?
HT1080 IDH1KD tx	1%	5%	16%	10%	-23%	-1%	11%	-9%

Screens from PubChem BioAssay.
